# Screening data from PubChem.
# Dicer inh – inhibitors of Dicer pre-microRNA processing, primary screen, biochemical, cat-ELCCA, chemiluminescence. Endoribonuclease Dicer (Homo sapiens), Q9UPY3. cat-ELCCA pre-miR-21 Dicer processing; stronger effect = higher value. z-score at 25 µM. 47,000 tested, 6% active; in the data active = z-score above about 3, passing the limit was not always enough;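 note: plate controls were vehicle for no effect and no enzyme for full effect; higher signal means more uncleaved substrate so more Dicer inhibition; strong numbers were not always called active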
# An asterisk follows results filed as active. This is a subset; rates above refer to the full screens.
canonical_smiles | Dicer inh
CCOC(=O)COc1c(C(=O)OCC)sc2c1c(=O)n(-c1ccccc1)c(=S)n2-c1ccccc1 | -0.91
CCOc1ccc(C2c3c(oc4ccccc4c3=O)C(=O)N2c2nncs2)cc1OCC (configuration not stated) | 1.9
CC(C)C1C(=O)CC(c2ccccc2)NC1c1ccccc1 (configuration not stated) | 0.45
CSc1ccc(/C=C(\C#N)S(=O)(=O)c2ccc(Cl)cc2Cl)s1 | -0.6
Cc1cc2nccc(-c3cccs3)n2n1 | -1.4
CCn1c(Cc2ccccc2)n[nH]c1=S | -1.1
c1ccc(-c2cc(-c3ccccc3)c(N3CCCC3)nn2)cc1 | -0.94
Cn1ncc2c(N/N=C/c3ccc(Cl)cc3)ncnc21 | 1.2
COc1ccc2c(c1)C(=O)/C(=C/c1ccc(Cl)cc1)CC2 | 1.7
CC(CC(=O)O)S(=O)(=O)c1ccc(Cl)cc1 (configuration not stated) | -0.16
O=S(=O)(NCc1c(Cl)cccc1Sc1ccc(Cl)cc1)c1ccc(-c2ccno2)s1 | -0.87
COc1ccc(CCNc2nc(-c3ccncc3)cs2)cc1OC | 0.47
Cc1nn2c(-c3ccc4c(c3)OCO4)ccnc2c1-c1ccc(F)cc1 | -0.97
COc1ccc(CN2CCN(Cc3cc(OC)ccc3O)CC2)cc1 | 2.6
Fc1ccc2nc3c(nc2c1)CCCC3 | -1.3
CCCN1C(=O)C(=O)c2ccccc21 | -0.36
CCOc1cc(S(=O)(=O)n2cnc(C)c2)ccc1F | 0.83
COC(=O)COc1ccc2c(=O)c(-c3ccccc3OC)c(C(F)(F)F)oc2c1 | 2.4
NC(=O)C1=C(N=C2CCCCC2)CCCC1 | -0.62
COC(=O)c1scc(C)c1N | 0.29
CCOC(=O)c1cnc(SCC(=O)c2ccc(Cl)c(C)c2)nc1N | 1
CSc1ccc(C2Nc3c(C)cccc3-c3cc(C)nn32)cc1 (configuration not stated) | 3.9*
Cc1ccc(CNc2oc(COc3ccc(F)cc3)nc2C#N)cc1 | -8
CC(C)(C)NC(=O)Cn1c(=O)oc2ccc(Cl)cc21 | -1
Cc1cccc(Nc2ccccc2C(=O)O)c1C | 0.34
O=C(CSc1nc2ccccc2nc1N1CCOCC1)NCc1cccs1 | 3*
CCCS(=O)(=O)c1c(S(=O)(=O)CCC)c2ccccn2c1C(=O)c1ccc(F)cc1 | 5*
CN(C)CC1(C(OC(=O)c2ccc([N+](=O)[O-])cc2)c2cccc(F)c2)CCCCC1 (configuration not stated) | 0.22
C=CCn1c(=S)[nH]c2sc3c(c2c1=O)CCC(C)C3 (configuration not stated) | -5.5
Cn1sc(=O)c2cc(S(=O)(=O)NC3CC3)ccc21 | -3.1
Cc1cc(NC(=O)NCc2cccnc2)no1 | -1.1
CSc1n[nH]c(NC(=O)Nc2ccccc2)c1S(=O)(=O)c1ccc(Cl)cc1 | -1.1
CCCOC(=O)C1=C(C)NC2=C(C(=O)CCC2)C1c1cc(OC)c(OC)cc1Br (configuration not stated) | 2.3
CSC1=NC=C(C#N)C2=NC(c3ccc(Cl)cc3)NN12 (configuration not stated) | -0.51
Cc1ccc2cc(NC(=O)c3cc(C)n(C)n3)ccc2n1 | 0.49
COC(=O)c1sccc1-n1cc(C#N)c(=O)n(C)c1=O | -1.2
Cc1ccc2c(c1)c1c(n2CC(O)CNCCO)C(=O)CCC1 (configuration not stated) | 0.58
Cc1cc(C)c(C)c(C(=O)/C=C/C(=O)O)c1C | 0.97
COc1ccc(OCc2nnc3n2N=C(c2ccc(Br)cc2)CS3)cc1 | 3*
Nc1nc2ccc(C(=O)N3CCCCC3)cc2s1 | -0.82

# Pulled one by one from the entries so far, 3 records:
canonical_smiles | Dicer inh
COc1ccc(OCc2nnc3n2N=C(c2ccc(Br)cc2)CS3)cc1 | 3*
CSc1n[nH]c(NC(=O)Nc2ccccc2)c1S(=O)(=O)c1ccc(Cl)cc1 | -1.1
CCCOC(=O)C1=C(C)NC2=C(C(=O)CCC2)C1c1cc(OC)c(OC)cc1Br (configuration not stated) | 2.3

# (listing goes on)
canonical_smiles | Dicer inh
O=C1CC(c2ccccc2)c2cc(Cl)ccc2O1 (configuration not stated) | 2.1
COCc1cc(=O)[nH]c(Cc2c(Cl)cccc2Cl)n1 | 1.4
COc1ccc(-c2ccc(-c3noc(-c4ccccc4)n3)c(OC)n2)cc1 | -0.11
CCOC(=O)C1C(=O)C=C(/C=C/c2cccs2)CC1c1ccccc1 (configuration not stated) | 2.1
CC1CN(CCn2cnc3c(N)ncnc32)CC(C)O1 (configuration not stated) | 0.86
c1ccc(-c2cn3ccccc3n2)cc1 | 1.1
COc1cccc(-c2nc(-c3ccccc3)no2)c1OC | -0.58
O=C(O)CCCCCNc1ncnc2ccc(Br)cc12 | -1.4
Nc1c2cnc(N3CCCC3)nc2nc(=O)n1-c1ccc(Cl)cc1 | 1.1
CCc1cccc(C)c1NC(=O)NC1CCN(c2ncc(C(F)(F)F)cc2Cl)CC1 | -1.2
COc1cccc(OCCCCCN2CCCCC2)c1 | 1.3
O=C1CC(Cc2ccccc2)C(=O)N1c1ccncc1 (configuration not stated) | -0.5
O/N=C(/C(=N/O)c1ccccc1)c1ccccc1 | -0.61
COc1cccc(C2CCCC/C2=N/O)c1 (configuration not stated) | 0.14
CO/N=C1\CC(C)(C)Cc2c(-c3ccn(C(=O)c4cccc(C(F)(F)F)c4)n3)sc(SC)c21 | 0.18
CCCCN(c1nc(C)cc(OC)n1)S(=O)(=O)c1ccc(C)cc1 | 0.7
N#C/C(=C\Nc1ccc(OC(F)(F)F)cc1)c1nc2ccccc2[nH]1 | -0.8
CC(C)(C)OC(=O)N1CCC(CNS(=O)(=O)c2ccc3c(c2)OCCO3)CC1 | 0.12
CCOc1ccc(N2C(=O)CC(Sc3nc(C)c(CC)c(C)c3C#N)C2=O)cc1 (configuration not stated) | 3.4*
O=S(=O)(N/N=C/c1ccccc1Cl)c1ccc(-c2ccccn2)s1 | -2
C=CCC1CC(=O)N(c2ccc(C)c(F)c2)C1=O (configuration not stated) | -0.33
CCOC(=O)c1cccc(C(=O)OCC)n1 | -0.49
c1ccc(-c2nc(NCCN3CCOCC3)c3ccccc3n2)cc1 | 3.3*
COc1ccc(C2C(C(=O)OC3CCCC3)=C(C)NC3=C2C(=O)CCC3)cc1 (configuration not stated) | 0.89
CCOC(=O)c1c(NC(C)=O)sc2c1CCCC2 | -0.64
COC(=O)c1c(C)noc1-c1ccno1 | 2.1
O=S(=O)(NCCO)c1cccc2cccnc12 | 1.6
O=[N+]([O-])c1ccc(OCS(=O)(=O)c2ccc(F)cc2F)c(Cl)c1 | -0.27
O=C(NNC(=S)Nc1ccc(F)cc1)c1ccccc1Cl | 4.7*
CCCCOC(=O)NC1CCS(=O)(=O)C1 (configuration not stated) | -0.32
C=CCOc1ccc(CNCCNC(=O)c2nonc2N)cc1 | 0.09
CCOC(=O)C1=C(C)NC2=C(C(=O)CCC2)C1c1ccc(OC)cc1OC (configuration not stated) | 0.02
O=S1(=O)CCC(N2COc3c(cc(Cl)c4cccnc34)C2)C1 (configuration not stated) | -1.3
O=C(Cc1ccccc1)N(c1ccc2oc(=O)sc2c1)S(=O)(=O)c1cccs1 | 5.4*
COC(=O)C(C)N1C(=O)NC2NC(=O)NC21 (configuration not stated) | 2.4
CCOC(=O)c1ccc(NC(=S)N2CCN3C(=O)c4ccccc4C32c2ccccc2)cc1 (configuration not stated) | 2.9
CSc1nnc(Sc2c([N+](=O)[O-])nc(C)n2Cc2ccccc2)s1 | -0.12
COCc1cc(=O)n2[nH]c(-c3ccco3)cc2n1 | -1.5
COc1cccc(C2C(C(=O)OCC3CCCO3)=C(C)NC3=C2C(=O)CC(C)(C)C3)c1OC (configuration not stated) | 5.4*
CCOC(=O)c1c(NS(=O)(=O)c2ccc(OC)c(OC)c2)sc2c1CCCC2 | -1.6
Cc1cccnc1NC(=O)NC(=O)c1ccc(C(C)(C)C)s1 | 0.9
Oc1cccc(Nc2nc(-c3cccs3)cs2)c1 | -2.3
N[C@@H](Cc1ccccc1)c1nnc(SCc2ccccc2)o1 | -0.29
CCOC(=O)c1nnn2c1nc(Nc1cccc(OC)c1)c1ccccc12 | 0.49
Cc1ccc(C(=O)Nc2cnc3sc4cc(C)ccc4n3c2=O)cc1 | -2.2
COc1ccc(O)c(C2=NN3C(C2)c2cccc(OC)c2OC3c2ccc(O)cc2)c1 (configuration not stated) | -0.21
Cc1c(Cl)cc([N+](=O)[O-])cc1Cl | -0.06
COc1ccc(N2C(=O)CC(NCCc3c[nH]c4ccc(Cl)cc34)C2=O)cc1 (configuration not stated) | -0.9
O=[N+]([O-])c1c(Sc2ccccc2)sc(Sc2ccccc2)c1[N+](=O)[O-] | -1.9
CC1=CC(C)(C)N(C(=O)CSc2nc3ccccc3o2)c2ccccc21 | 0.81

# Exported as labelled records: 4 of the compounds above
COc1ccc(O)c(C2=NN3C(C2)c2cccc(OC)c2OC3c2ccc(O)cc2)c1 (configuration not stated)
  Dicer inh: -0.21
Cc1c(Cl)cc([N+](=O)[O-])cc1Cl
  Dicer inh: -0.06
COc1ccc(N2C(=O)CC(NCCc3c[nH]c4ccc(Cl)cc34)C2=O)cc1 (configuration not stated)
  Dicer inh: -0.9
O=[N+]([O-])c1c(Sc2ccccc2)sc(Sc2ccccc2)c1[N+](=O)[O-]
  Dicer inh: -1.9

# Later entries
canonical_smiles | Dicer inh
CN1CCN(S(=O)(=O)c2ccc3ccccc3c2)CC1 | -0.65
O=C(NNC(=S)NCc1ccccc1)c1ccccc1 | 0.89
N#Cc1c(Cl)cccc1Oc1ccc(S(=O)(=O)N2CCC(O)CC2)cc1 | 2.8
Nc1ccccc1Sc1cc(Sc2ccccc2N)c([N+](=O)[O-])cc1Cl | -0.83
O=C1C(=O)N(Cc2cccnc2)C(c2ccccc2Cl)/C1=C(\O)c1ccccc1 (configuration not stated) | 0.01
C=CCn1c(-c2ccccc2Cl)n[nH]c1=S | 1.3
C=CCNc1nc2c(c(=O)[nH]c(=O)n2C)n1CCCCC | -0.03
O=C1C(=O)N(Cc2cccnc2)C(c2ccccc2F)/C1=C(\O)c1ccc(F)cc1 (configuration not stated) | 1.1
COc1cc(CN(Cc2ccccc2)C(=S)Nc2c(C)cccc2C)cc(OC)c1OC | 1.2
Cc1cc(=O)oc2cc(NC(=O)CC3(CC(=O)O)CCCC3)ccc12 | 0.47
COc1ccc(C2SCCN2S(=O)(=O)c2ccc(Br)cc2)cc1 (configuration not stated) | 3.7*
CCCCCCSc1nnc2[nH]c(=O)cc(N)n12 | 3.8*
CC1(C)Cc2c(sc3ncn4nc(-c5ccncc5)nc4c23)CO1 | 3.1*
CCCN1C(=O)C2(/C(=C(/O)c3ccc(OCC)cc3)C(=O)C(=O)N2CC2CCCO2)c2ccccc21 (configuration not stated) | 0.71
O=S(=O)(c1ccccc1)N1CC=C(c2ccccc2)CC1 | -0.23
Cc1cc(C)n2ncc(-c3ccc(Cl)cc3)c2n1 | 3.9*
CNC(=O)Cc1sc2ccc(Cl)cc2c1C | -0.92
Cc1sc(NC(=O)CN2CCc3ccccc32)c(C#N)c1C | 0.56
COCCCN1C(=O)C(=O)/C(=C(/O)c2ccc(C)cc2)C1c1ccc(F)cc1 (configuration not stated) | -1.5
O=c1cc[nH]c2ccc(OC(F)(F)F)cc12 | 0.39
Cc1ccc(C2CC(C(F)(F)F)n3nc(C(=O)NCC4CCCO4)cc3N2)cc1 (configuration not stated) | 1.3
Cn1c2ccc(Br)cc2c2cc(Br)cc(Br)c21 | -0.48
O=C1[C@H]2CCCC[C@H]2C(=O)N1CCCCN1CCN(c2nsc3ccccc23)CC1 | 1.1
CC(C)(C)c1cc(C2=NNC(O)(C(F)(F)F)C2)c2c(c1)C(C)(C)CC2 (configuration not stated) | -4
CCc1cc2c(=O)c(-c3ccc4ccccc4n3)coc2cc1OC | 1.4
S=c1[nH]nc2c(-c3ccccc3)c(-c3ccccc3)c(-c3ccccc3)nn12 | 1.2
CC1CCCC(C)N1C(=S)NCCCN1CCOCC1 (configuration not stated) | 1.8
COc1cccc(C2c3c(oc4ccccc4c3=O)C(=O)N2c2nnc(C)s2)c1 (configuration not stated) | -0.76
COc1ccc(N2CCCCn3c2nc2c3c(=O)n(C)c(=O)n2C)cc1 | -1.3
C=CCn1c(SCc2nnc(SCC(=O)c3ccc(Cl)cc3)o2)nnc1-c1ccccc1 | 1.7
CCOC(=O)NC(=O)c1cn(Cc2cccs2)c(=O)[nH]c1=O | -2.1
CC12c3ccccc3C(c3ccccc31)C1C(=O)N(c3ccc(C(=O)O)cc3)C(=O)C12 (configuration not stated) | 0.79
CCOC(=O)c1cnc2c(-c3ccccc3)c(C(F)(F)F)sc2c1OCC | -0.56
CNc1ncnc(NNC(=O)Nc2cccc(Cl)c2)c1[N+](=O)[O-] | 1.6
O=C(O)/C=C/C(=O)Nc1ccc(C(=O)O)c(O)c1 | 4.7*
Cn1c(=O)c2c(nc(NCc3cccnc3)n2Cc2ccccc2F)n(C)c1=O | 1.8
Cc1cc(C)n(-c2ncnc3sc(C)c(-c4ccccc4)c23)n1 | -4.9
Cc1cc(C(=O)N2CCN(C(c3ccccc3)c3ccccc3)CC2)nn1C | 0.27
O=C1CC(c2cccnc2)c2c(ccc3ccccc23)N1 (configuration not stated) | 0.3
c1cc2c(s1)SCc1cnc(C34CC5CC(CC(C5)C3)C4)nc1-2 | 1.1
Cc1nn(C)c(NC(=O)c2ccccc2)c1Br | -2.5
CCOc1cc(CO)ccc1OCc1ccc(C(=O)O)cc1 | 0.14
COC(=O)C1=C(C)NC2=C(C(=O)CC(c3ccc(Cl)cc3)C2)C1c1ccc(OC)cc1OC (configuration not stated) | 0.01
Cc1ccc(C2CC(=O)NC(SCc3ccccc3)=C2C#N)o1 (configuration not stated) | -2.8
N#CC(C(=O)c1cccc(C(F)(F)F)c1)=C1SCCCCS1 | 0.81
